# FN deposition inh: fibronectin deposition inhibition; AID 743247; inhibition, % at 12.6 µM; 350,000 compounds, 0.086% hits; AH1F fibroblasts, Alexa488-fibronectin deposition fluorescence, overnight;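 active = mean inhibition across replicates of 30% or more, regardless of how many single replicates reach that level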;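 note: positive control wells lacked labelled fibronectin entirely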
#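 Assay system: AH1F fibroblasts assembling fluorescent fibronectin matrix; Amount: 10000 AH1F cells per well; Buffer or medium: DMEM, 2% serum; Probe or stimulus: Alexa488-fibronectin, 24 nM final in well; Doses: single compound dose, delivered by pin transfer; Incubation: 1 h adhesion, overnight exposure; Measured by: fluorescence 485/525 nm; Read-out: fibronectin deposition inhibition.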
# Casp6 inh: inhibitors of human caspase-6. P55212. purified caspase-6, Z-VEID-R110 cleavage fluorescence. inhibition, % at 12.5 µM. 350,000 compounds, 0.53% hits;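 active = mean inhibition across replicates at least about 35%, with every replicate also reaching that limit, limit read from the data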;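 note: 0% = median of neutral control wells and 100% = no fluorescence left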
# Target sequence (P55212 24-179 limits assumed): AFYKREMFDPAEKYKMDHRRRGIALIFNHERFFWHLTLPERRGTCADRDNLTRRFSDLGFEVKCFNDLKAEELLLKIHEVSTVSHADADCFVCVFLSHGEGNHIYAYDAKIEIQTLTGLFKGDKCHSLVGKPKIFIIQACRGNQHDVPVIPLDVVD
# Target sequence (P55212 194-293 limits assumed): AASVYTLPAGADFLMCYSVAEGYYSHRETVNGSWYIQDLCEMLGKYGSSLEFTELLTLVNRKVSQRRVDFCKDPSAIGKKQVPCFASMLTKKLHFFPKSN
# C2C12 statin: protects C2C12 myotubes from simvastatin toxicity; ATP luminescence, 48 h; scaled: DMSO 0, geranylgeraniol control 100; rescue of ATP level, % at 7.49 µM; 330,000 compounds, 0.78% hits;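 active = mean ATP rescue above about 67%, or every replicate alone reaching that limit, limit read from the data, passing the limit was not always enough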;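 note: myotubes were challenged with 10 µM simvastatin during compound exposure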
# S100A4 inh HTS: blocks human S100A4 binding to myosin IIA peptide; P26447; S100A4/TAMRA-MyoIIA peptide fluorescence polarization; inhibition, % at 10.7 µM; 360,000 compounds, 0.14% hits; AID 652163;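 active = mean inhibition of at least 70% across replicates, with every replicate also reaching that level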
# Target sequence (P26447 whole entry, looked up): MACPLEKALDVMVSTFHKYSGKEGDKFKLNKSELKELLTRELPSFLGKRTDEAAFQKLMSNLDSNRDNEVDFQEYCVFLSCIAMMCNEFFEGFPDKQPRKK
#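 assay system = human S100A4 monomer with TAMRA-labelled myosin IIA peptide | also added = labelled myosin peptide probe, 5 nM | incubation = 5 min between mix addition and reading | control set = DMSO and TFP controls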
# SIRT5 inh: inhibitors of human sirtuin-5 desuccinylase; Purified SirT5, succinyl-peptide AMC, trypsin-coupled fluorescence; inhibition, % at 15 µM; 330,000 compounds, 1.1% hits; in the data active = inhibition above about 15%
# Target sequence (Q9NXA8 whole entry, looked up): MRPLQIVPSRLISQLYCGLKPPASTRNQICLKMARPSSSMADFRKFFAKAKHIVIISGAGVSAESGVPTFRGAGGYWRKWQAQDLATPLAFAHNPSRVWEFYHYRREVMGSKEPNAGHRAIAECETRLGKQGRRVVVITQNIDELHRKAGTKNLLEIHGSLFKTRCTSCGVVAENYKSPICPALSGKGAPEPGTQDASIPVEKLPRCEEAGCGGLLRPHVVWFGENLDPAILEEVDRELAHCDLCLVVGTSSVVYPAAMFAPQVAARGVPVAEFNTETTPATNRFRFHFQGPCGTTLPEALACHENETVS
# esBAF inh: blocks esBAF chromatin remodeling in mouse ES cells; Bmi1-luciferase knock-in reporter, 24 h; 100% = twice the neutral-well signal; reporter increase, % at 12.5 µM; 350,000 compounds, 2% hits; in the data active = activation above about 40%;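 note: 0% = median of the plate's neutral control wells and 100% = double that signal; a rise in the Bmi1 reporter signal indicates esBAF inhibition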
# LGR2 antag: inhibitors of bursicon-induced Drosophila LGR2 receptor cAMP signaling. HEK293 LGR2, CRE-luciferase, bursicon-stimulated, 4 h. inhibition, % at 9.99 µM. 380,000 compounds, 0.35% hits. AID 720647;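 active = drop in luminescence signal, shown as inhibition above about 50% in the replicate tests, limit read from the data, passing the limit was not always enough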;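 note: agonist challenge used bursicon conditioned medium at about half maximal strength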
# * marks the source's active call; other numbers are inactive results; nt = no result given; & = joins results of further samples. Only part of the results is shown; rates above refer to the full screens.
SMILES,FN deposition inh,Casp6 inh,C2C12 statin,S100A4 inh HTS,SIRT5 inh,esBAF inh,LGR2 antag
COc1cc2c(cc1OC)C(C)N(C(C)=O)CC2 (configuration not stated),nt,nt,31,nt,nt,-4,-22
C[C@H]1CN([C@@H](C)CO)C(=O)CCCn2cc(nn2)CO[C@@H]1CN(C)Cc1ccc2c(c1)OCCN2C,0,nt,1,nt,-7,1,6
Cc1cccc(NS(=O)(=O)c2ccc(C(=O)NCC(c3ccco3)N(C)C)cc2)c1C (configuration not stated),-1,0,nt,-7,-1,nt,-3
Cc1ccccc1CSc1ncc(C#N)c(N)n1,nt,-1,2,6,-2,-9,nt
CCN(CC(=O)Nc1ccccc1C(F)(F)F)C(=O)CN1C(=O)NC2(CCCC2)C1=O,2,7,15,-2,-4,3,-17
O=C(O)/C=C/C(=O)Nc1ccc2c(c1)C(=O)c1ccccc1C2=O,-6,25,nt,-1,7,nt,-43
O=C(C[C@@H]1CC[C@H]2[C@@H](COC[C@H](O)CN2C(=O)c2ccccc2F)O1)NCc1ccccc1,-11,-3,-1,-1,-2,-3,-7
COC(=O)C1CCN(S(=O)(=O)c2cc3c4c(c2)CCN4C(=O)CC3)CC1,4,0,-9,-3,6,8,5
O=C(CCC(=O)c1ccc(Cl)cc1)NCc1ccccc1,1,-3,-2,-5,1,-4,4
Nc1cc(C(=O)N2CCN(c3ccccc3Cl)CC2)ccc1N1CC2CC(C1)c1cccc(=O)n1C2 (configuration not stated),-2,7,8,15,nt,1,-1
CCCC(=O)Nc1cc(C(=O)O)ccc1Sc1ccccc1,-4,2,nt,4,-2,nt,-17
Cc1ccc(CNC(=O)c2ccccc2NS(=O)(=O)c2ccc(Cl)nc2)cc1,5,2,-133,1,-2,-10,-1
CNC[C@H]1Oc2ccc(NC(=O)CCN3CCOCC3)cc2CC(=O)N([C@H](C)CO)C[C@H]1C,-2,-1,10,-1,5,-2,12
CO[C@H]1CN(C)C(=O)c2ccc(NS(=O)(=O)c3ccccc3)cc2OC[C@@H](C)N(C)C[C@H]1C,1,-1,-7,-2,3,-1,9
CC(C)(C)c1nc2c(Br)cc(Br)cc2c(=O)o1,-10,nt,4,nt,nt,-5,1
O=C(Nc1ccc2c(c1)C(=O)N(CC1CCCO1)C2=O)c1ccc(Cl)c(Cl)c1 (configuration not stated),-8,nt,3,nt,nt,18,nt
CCO[C@H]1OC(C(=O)NCc2ccccc2)=C[C@@H](c2cn(C(C)=O)c3ccccc23)[C@@H]1CCCO,22,2&-5,13,-96&-2,0&-2,-1,-1
COC(=O)c1cc(S(=O)(=O)NCC2CCN(C(=O)C(=O)c3cc4ccccc4o3)CC2)cs1,13,-5,nt,2,nt,nt,0
Cc1ccc(SCC(=O)N(C)C2CCS(=O)(=O)C2)cc1 (configuration not stated),6,1,nt,-11,-1,nt,1
C[C@H]1CN([C@@H](C)CO)C(=O)CCCn2nncc2CO[C@@H]1CN(C)S(=O)(=O)c1ccc2c(c1)OCCCO2,-2,0,-4,3,0,5,-6
O=C(Nc1nccs1)[C@@H]1CC=C[C@@H]2CCN(Cc3ccccc3)C(=O)[C@@H]21,-2,1,6,-4,-5,-5,9
C[C@@H]1CN([C@H](C)CO)C(=O)c2cccc(NC(=O)C3CCCCC3)c2O[C@@H]1CN(C)Cc1ccc(-c2ccccc2)cc1,12,nt,nt,nt,nt,-2,21
CN(/N=C/c1cccnc1)c1cnn(-c2ccc(F)c(Cl)c2)c(=O)c1Cl,7,nt,2,nt,nt,-4,nt
CC(=O)NCCC(=O)Nc1nc2ccc(Oc3ccccc3)cc2s1,3,0,-19,-5,-3,22,-86
Cc1nc(N)sc1C(=O)OCC(C)C,4,7,6,-3,-4,5,-9
# Next part
SMILES,FN deposition inh,Casp6 inh,C2C12 statin,S100A4 inh HTS,SIRT5 inh,esBAF inh,LGR2 antag
COc1ccc(NC(=O)C(=O)Nc2cccc3cccnc23)c(OC)c1,13,0,5,1,-4,1,4
CC1(C(=O)Nc2ccc(Cl)c(Cl)c2)CCN1CCc1ccccc1 (configuration not stated),-1,-2,5,-1,0,-5,5
Cc1ccc([C@@H]2CC=C(C(=O)O)[C@H](c3cccc(Cl)c3)N2S(=O)(=O)c2ccccc2C)cc1,-1,17,32,1,8,10,-18
Cn1c(CCNC(=O)c2ccco2)nc2cc(NS(=O)(=O)c3ccc(Cl)cc3)ccc21,-3,nt,-9,nt,nt,1,nt
Cc1ccc(NC(=O)/C(Cl)=C/c2ccccc2)cc1C,-7,nt,-5,nt,nt,27,14
CC(C)COc1ccc(-c2cc(C(=O)NN)[nH]n2)cc1,nt,-2,nt,-3,1,nt,-64
Cc1cc(C(=O)NNC(C)Cc2ccccc2)no1 (configuration not stated),-2,3,2,0,nt,1,7
Cc1ccc(S(=O)(=O)Nc2ccc3c(c2)C(=O)N([C@H](C)CO)C[C@@H](C)[C@@H](CN(C)C(=O)Nc2ccc4c(c2)OCO4)OCCCC[C@H](C)O3)cc1,2,0,nt,-1,1,nt,5
COc1ccc(C(=O)N2CCCc3ccccc32)cc1Br,4,2,-10,2,-4,-1,nt
O=C(Nc1ccc([N+](=O)[O-])cc1)c1cccc([N+](=O)[O-])c1,-1,2,3,1,nt,0,0
COC(=O)c1sc(NC(=O)OCc2ccccc2)nc1CCNC(=O)OC(C)(C)C,10,-1,nt,-1,-3,nt,-1
Cc1cc(C(=O)COc2ccc(Br)cc2F)c(C)n1C1CC1,2,31,-121,-5,0,-7,-27
CC(C)Nc1ccc(Nc2ccnc3cc4ccccc4cc23)cc1,21,9,nt,0,0,nt,74*
CC(C)NC(=O)N(C)C[C@@H]1Oc2c(NC(=O)c3ccncc3)cccc2C(=O)N([C@@H](C)CO)C[C@H]1C,-2,1,-7,-1,10,-9,-25
NC(=O)c1ncn([C@@H]2O[C@H](CNS(=O)(=O)c3cc4ccccc4s3)[C@@H](O)[C@H]2O)n1,0,7,8,0,-3,-4,-5
CCN(CC(=O)Nc1ccccc1OC)CC(=O)Nc1sccc1C#N,9,0,8,0,15*,10,17
Cc1ccc(CNCC(=O)Nc2ccc(C)cc2Br)cc1,2,-5,0,2,0,3,-11
O=S(=O)(c1cccc(F)c1)N1[C@@H]2CNC[C@H]1C2c1ccc(-c2cccc(F)c2)cc1 (some centres not stated),0&-1,0&-1,nt,-8&-38,-3&-8,nt,20&5
COC(=O)[C@]12CCCCC=C1N(Cc1ccco1)C(=O)[C@H](CC(=O)NCCCCc1ccccc1)C2,-9,-2,nt,-2,-11,nt,18
O=C(N[C@H]1CC[C@@H](CC(=O)N2CCOCC2)O[C@@H]1CO)c1ccc2c(c1)OCO2,1,2,3,3,10,-3,6
CCCc1cc(CCC)n2nc(N)nc2n1,-12,-2,nt,2,-2,nt,-1
CC1CC(C)CN(C(=O)/C=C/c2ccc([N+](=O)[O-])s2)C1 (configuration not stated),nt,0,nt,-1,-2,nt,25
COc1cccc(NC(=O)CN(C)C(=O)COc2cc(C)ccc2Cl)c1,1,4,nt,-1,-2,nt,-3
C[C@@H](NC(=O)c1nc[nH]c1C(=O)N1CCc2ccccc2C1)c1ccccc1,23,1,-2,11,nt,11,22
Cc1ccc(S(=O)(=O)Nc2ccc3c(c2)CC(=O)N([C@@H](C)CO)C[C@H](C)[C@@H](CN(C)Cc2ccccc2)O3)cc1,nt,5,34,1,-1,3,8
# Additional structures.
SMILES,FN deposition inh,Casp6 inh,C2C12 statin,S100A4 inh HTS,SIRT5 inh,esBAF inh,LGR2 antag
O=C(Nc1ccc2ccccc2c1)C(c1ccccc1)n1c(=O)c(-c2cc3ccccc3[nH]2)nc2ccccc21 (configuration not stated),5,-1,nt,5,9,nt,-35
CCCNC(=O)N1CC2(C1)[C@H](c1ccccc1)[C@H](CO)N2CC1CCCC1,nt,1,nt,13,3,nt,-1
Cc1noc(C)c1S(=O)(=O)N(C)C[C@H]1OCCCC[C@@H](C)Oc2ccc(NC(=O)Nc3ccc(F)cc3)cc2C(=O)N([C@@H](C)CO)C[C@H]1C,1,-1,nt,5,-3,-2,9
O=C(CN1C(=O)CCC1=O)NNc1ccc2ccccc2c1,-6,27,43,-3,-1,3,-5
CCN1CCN(Cc2cccc(Oc3ccccc3)c2)CC1,nt,-9,-26,-2,3,2,-6
CC(C)Nc1nc(NC(N)=S)nc(NC(C)(C)C)n1,2,0,nt,-2,8,nt,1
COc1ccc(N2C(=O)CC(C)(C)CC2=O)cc1OC,6,0,2,1,-1,-3,-9
COc1ccc(S(=O)(=O)N(C)C)cc1NC(=O)CN1CCN(C(=O)C2CC2)CC1,8,0,6,-3,-3,12,-17
COc1ccc(N2C(=O)C(F)(F)C2c2ccccc2F)cc1 (configuration not stated),0,-2,11,-1,-3,5,18
COc1ccc(S(=O)(=O)Nc2ccc3c(c2)OC[C@H](C)NC[C@H](C)[C@@H](OC)CN(C)C3=O)cc1,-8,3,nt,3,-3,nt,15
Cn1c(=O)[nH]c(NCCc2ccc(O)cc2)c([N+](=O)[O-])c1=O,3,1,nt,0,3,nt,2
CC(=O)Nc1ccc(S(=O)(=O)NC2(C(F)(F)F)C(=O)Nc3c2c(=O)[nH]c(=O)n3Cc2ccco2)cc1 (configuration not stated),2,4,nt,-1,nt,nt,7
CC1CN(S(=O)(=O)c2ccc(C(=O)Nc3ccc(S(=O)(=O)N4CCOCC4)cc3)cc2)CC(C)O1 (configuration not stated),nt,3,1,0,3,6,1
Cc1nn(-c2cccc(Cl)c2)nc1C(=O)O,-1,-1,nt,6,1,nt,8
CCOc1ccc(CCNC(=O)COC(=O)c2ccc(S(=O)(=O)N3CCCC3)cc2)cc1OCC,5,-4,nt,-1,-1,nt,8

# Screens (PubChem)
